GLP-1R inv ag = inverse agonists of human GLP-1 receptor. 410,000 compounds, 1.6% hits. P43220. Potency, µM (titrated, usually from 38.3 µM), for the others: top-dose activity change, negative = inhibition, actives largely listed as inhibitors. HEK293 GLP-1R CRE-luciferase, luminescence, 24 h; GLP-1R form is constitutively active; note: potency is the fitted concentration of half-maximal effect; % is set by controls: 0 for no effect and ±100 for the full control effect; nearly all actives have a fitted effect of over 55% in size
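Seeding at 200 cells/uL, 12 h culture, 24 hr compound treatment, then luciferase reagent and a luminescence read; cells are HEK293 stably expressing a constitutively active GLP-1R plus cAMP-responsive luciferase.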
HEK293 tox = cytotoxicity in counter-screen for GLP-1R inverse agonists; AID 624418; HEK293 cAMP-luciferase reporter cells, luminescence, 24 h; Potency, µM (series often up to 38.3 µM), for inactives: top-dose activity change, negative = inhibition, actives largely listed as inhibitors; 410,000 compounds, 0.13% hits;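 note: loss of luciferase light is scored as toxicity; potency is the fitted concentration of half-maximal effect; % is set by controls: 0 for no effect and ±100 for the full control effect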
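Quantitative HTS format, 1536 wells, 200 cells/uL seeded. Compounds: 23 nL, 24 h, 37 °C. Detection: luciferase reagent, luminescence at 12 min RT; decreased signal taken as cytotoxic.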
PLK1 PBD inh = inhibitors of human PLK1 polo-box domain binding; 360,000 compounds, 2.8% hits; Plk1 PBD binding of FITC phosphopeptide, fluorescence polarization; Potency, µM, without a hit: max response, negative = inhibition, usual class: inhibitors; P53350; note: potency is the fitted concentration of half-maximal effect; series mostly up to about 57 µM; % is set by controls: 0 for no effect and ±100 for the full control effect; nearly all actives have a fitted effect of over 65% in size
PTHR1 ag = agonists of human PTHR1 parathyroid hormone receptor; Q03431; HEK293 GP2 PTHR1 cells, GloSensor cAMP luminescence, 1 h; Potency, µM (titrated, usually from 115 µM), for inactives: top-dose activation, most hits filed as activators; 410,000 compounds, 0.075% hits; AID 743266; note: potency is the fitted concentration of half-maximal effect; nearly all actives have a fitted effect of over 55% in size; some results filed as inactive show a strong effect at the top dose; inactives centre near -15; many of its hits are not listed in these tables
Target sequence (Q03431 whole entry, looked up): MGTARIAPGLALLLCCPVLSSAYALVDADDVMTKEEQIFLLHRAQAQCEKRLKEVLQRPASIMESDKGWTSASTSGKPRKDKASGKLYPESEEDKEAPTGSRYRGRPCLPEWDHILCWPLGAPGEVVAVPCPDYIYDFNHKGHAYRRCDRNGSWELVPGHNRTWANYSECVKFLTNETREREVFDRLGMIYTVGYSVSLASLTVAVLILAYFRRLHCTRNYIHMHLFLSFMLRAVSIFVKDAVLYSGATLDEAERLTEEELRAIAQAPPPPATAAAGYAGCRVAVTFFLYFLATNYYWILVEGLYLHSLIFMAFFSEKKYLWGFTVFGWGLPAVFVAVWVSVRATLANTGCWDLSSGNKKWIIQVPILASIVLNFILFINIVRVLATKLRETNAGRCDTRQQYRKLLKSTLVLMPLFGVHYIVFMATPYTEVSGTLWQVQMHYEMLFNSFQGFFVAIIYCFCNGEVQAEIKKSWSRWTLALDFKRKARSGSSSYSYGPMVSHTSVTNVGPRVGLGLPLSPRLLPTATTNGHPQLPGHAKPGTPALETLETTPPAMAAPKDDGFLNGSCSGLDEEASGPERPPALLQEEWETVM
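HEK-293-derived GP2 cells expressing PTHR1 and a GloSensor cAMP reporter, 3,000/well, plated overnight, given luciferin plus IBMX (each 0.5 mM as added) for 1 h at 37 °C, then compound for 1 h at 37 °C. Luminescence was read after 15 min at room temperature.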
EPAC1 antag = blocks human EPAC1 exchange factor; AID 720709; Potency, µM (series often up to 115 µM), inactives show at the top dose activity change, negative = inhibition, actives largely listed as inhibitors; EPAC1 GEF assay, Rap1b-BODIPY-GDP exchange fluorescence; 360,000 compounds, 0.14% hits;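 note: potency is the fitted concentration of half-maximal effect; plate controls were vehicle for no effect and positive control for full effect; nearly all actives have a fitted effect of over 50% in size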
PI5P4K alpha inh = PI5P4K alpha (human) kinase inhibition | PI5P4Kalpha enzyme, ADP-Glo luminescence, 60 min; hits give low values | max response, % | 330,000 compounds, 1.2% hits | AID 652105; active = max response of -50% or lower; inconclusive = between -30% and -50%; inactive = -30% or higher; note: value at the top dose of about 77 µM; % is set by controls: 0 for no effect and ±100 for the full control effect
Target sequence (P48426 whole entry, looked up): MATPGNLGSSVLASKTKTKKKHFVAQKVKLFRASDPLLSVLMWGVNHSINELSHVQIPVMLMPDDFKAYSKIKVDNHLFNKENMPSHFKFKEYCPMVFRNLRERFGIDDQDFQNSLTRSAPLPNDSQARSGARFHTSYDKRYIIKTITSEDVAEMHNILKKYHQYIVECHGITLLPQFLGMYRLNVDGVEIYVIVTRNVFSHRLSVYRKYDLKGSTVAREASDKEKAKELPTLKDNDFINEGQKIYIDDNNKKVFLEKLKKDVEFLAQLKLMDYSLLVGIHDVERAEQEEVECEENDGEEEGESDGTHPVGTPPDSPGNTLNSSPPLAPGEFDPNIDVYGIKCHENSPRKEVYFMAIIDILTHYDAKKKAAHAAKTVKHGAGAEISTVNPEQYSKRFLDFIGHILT
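Controls without substrate or without enzyme flank wells where PI5P4Kalpha converts substrate using 5 microM ATP (final). Incubation lasts 60 minutes at room temperature; ADP formed is read by ADP-Glo luminescence.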
IL2 activator = activates IL-2 in a cell-based reporter assay; AID 652025; IL-2 activation reporter assay, cell-based qHTS; stimulated with anti-CD3/CD4/CD28 beads; in transgenic mouse T cells; 360,000 compounds, 0.065% hits; activation, % (series mostly up to about 46 µM); in the data active = activation above about 50%; inconclusive = mostly about 30% to 49%; note: 0% is about no effect
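Unstimulated transgenic mouse T cells preincubated 60 min with compound, then stimulated with anti-CD3/anti-CD4-coated beads plus anti-CD28 for 18 h at 37 degrees C. IL-2 response read as EGFP and DsRed fluorescence by plate cytometry.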
GLP-1R agonist = activates the human GLP-1 receptor; P43220; HEK293 GLP-1R CRE-luciferase, luminescence, 4-6 h; cells express a hypersensitive GLP-1R form; Potency, µM (titrated, usually from 45.6 µM), without a hit: at the top dose activation, actives largely listed as activators; 380,000 compounds, 0.007% hits; AID 624172; note: potency is the fitted concentration of half-maximal effect; % of control where 0% means no effect
EPAC1 agonist = EPAC1 (human) agonism | O95398 | EPAC1 agonist qHTS, biochemical assay; response scale: 100% = response to 6.5 mM cAMP | Potency, µM (highest dose often 154 µM), inactives show top-dose activation, actives largely listed as activators | 360,000 compounds, 0.073% hits | AID 720707; note: potency is the fitted concentration of half-maximal effect; nearly all actives have a fitted effect of over 60% in size
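Compounds were pinned as a concentration titration into mixtures of EPAC1 (100 nM), BODIPY-GDP-loaded Rap1B (250 nM) and GDP (50 uM). After 5 min at room temperature, fluorescence was followed for 30 min; activity was scaled to 6.5 mM cAMP.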
* marks the source's active call; other numbers are inactive results; i = inactive; u = inconclusive; x = not tested or not shown; [ ] = remark or other dose. Unless noted, calls come from the whole dose curve; as a rule, active = well fitted curve in the direction sought with a large enough effect; inconclusive = small, poorly fitted or top-dose-only effect, or another doubt; inactive = no such curve, though single readings can be large; an effect the other way counts as inactive or inconclusive.

SMILES	GLP-1R inv ag	HEK293 tox	PLK1 PBD inh	PTHR1 ag	EPAC1 antag	PI5P4K alpha inh	IL2 activator	GLP-1R agonist	EPAC1 agonist
CCOC(=O)N/N=C/C(Cl)=C/c1ccccc1	-1%	7%	-14%	-25%	-18%	-5	-0.1	6%	2%
Cc1csc(NC(=O)CSc2ccc([N+](=O)[O-])cn2)n1	7%	7%	-14%	-3%	14%	1	2.2	-3%	7%
Cc1c(C(=O)C(=O)N2c3ccccc3CC2C)c2ccccc2n1C (stereo not drawn)	u	-10%	-14%	-21%	-11%	3	-4.2	11%	13%
Cc1cccc(CSc2ccc3nnc(-c4cccs4)n3n2)c1	18%	-7%	u	i	-4%	11	0.1	6%	5%
COc1ccc(N(CC(=O)NCCSCc2ccco2)S(=O)(=O)c2ccccc2)cc1OC	-6%	3%	-4%	-8%	-24%	-1	-3.0	2%	7%
COc1cc(OC)cc(C(=O)Nc2cccc(NC(=O)c3ccccc3)c2)c1	-23%	-11%	1%	-2%	-2%	7	-0.6	13%	20%
COc1cc(CNCCN2CCOCC2)ccc1OCc1ccc(Cl)cc1Cl	3.2µM*	-29%	0%	i	7%	3	0.8	-12%	-2%
CCOC(=O)c1ccc(CSc2nnc(C)n2N)o1	3%	-17%	-7%	-20%[57.5 µM]	5%	2	0.0	-1%	8%
CC(C)CC(=O)c1c(O)c(C=O)c(O)c2c1O[C@@]1(C)[C@@H](C2)C[C@H]2C[C@@H]1C2(C)C	8%	0%	2%	i	7%	-2	-0.2	-5%	0%
Cc1cccc(C)c1-n1nnnc1C1(Nc2ccccc2)CCCCC1	-1%	-3%	-4%	-30%	-19%	0	-7.8	7%	9%
CCn1cc(CN2CCCC(C(=O)Nc3ccc(-c4nc5ccccc5[nH]4)cc3)C2)c(C)n1 (stereo not drawn)	14%	u	0%	i	6%	0	-1.4	0%	4%
CC(C)(C)Cc1nnc(NS(=O)(=O)Cc2ccccc2)s1	-10%	-1%	u	i	-12%	0	0.2	-11%	0%
CCc1nn(C(C)C(=O)NCc2cccc(Cl)c2)c(=O)c2cc3occc3n12 (stereo not drawn)	4%	-9%	-13%	i	1%	0	-0.5	6%	9%
COc1ccc(/C=C/C(=O)OCc2cc(=O)n3c(n2)sc2ccccc23)cc1	0%	4%	-13%	-15%	-4%	-18	0.4	4%	4%
Cc1ccc(C)c(N(CC(=O)NC2CCCC2)C(=O)CCC(=O)Nc2cc(C)on2)c1	-9%	3%	-3%	i	-5%	20	0.8	6%	-6%
CN(C(=O)COC(=O)CN1C(=O)c2ccccc2C1=O)c1c(N)n(Cc2ccccc2)c(=O)[nH]c1=O	-12%	-14%	-2%	i	6%	-3	-0.4	-1%	-4%
COc1ccc(CNC(=O)C2CCCN(C(=O)Nc3ccccc3OC)C2)cc1 (stereo not drawn)	-2%	4%	-3%	-5%	-12%	-3	-0.4	3%	-2%
CC(C(=O)NCC1CCCO1)N1C(=O)C2C3CC(C(Br)C3Br)C2C1=O (stereo not drawn)	4%	-2%	-14%	i	18%	0	0.5	15%	7%
Cc1ccc(N2CN=c3s/c(=C\c4ccccn4)c(=O)n3C2)cc1	1%	1%	-6%	i	12%	x	-2.2	6%	7%
COC(CNC(=O)c1ccc2c(c1)ncn2-c1cc(C)cc(C)c1)OC	43%[activator]	-4%	-21%	i	28%	2	-0.6	25%	8%
O=C(NCc1cccnc1)c1ccc(COc2ccccc2Cl)cc1	-19%	-8%	-5%	-27%	u	2	2.0	8%	8%
COc1nc(NCCO)nc(Nc2ccc([N+](=O)[O-])cc2)n1	75%[activator]	10%	-22%	i	5%	4	0.5	5%	2%
COc1ccc(CNC(=O)CCCn2ncn3c(cc4occc43)c2=O)cc1	11%	7%	4%	0%	2%	-1	0.2	-3%	9%
CCCCOc1ccc(C(=O)N2CCNC(=O)C2CC(=O)OC(C)C)cc1 (stereo not drawn)	-1%	4%	-7%	-19%	-6%	-4	-0.7	9%	-4%
Nc1nnc(SCC(=O)NC2CCCCC2)n1-c1ccccc1	-3%	-17%	-6%	-1%	-2%	0	2.0	29%	8%
c1ccc(-c2ccccc2OCCCN2CCCCCC2)cc1	u	-23%	-3%	i	-4%	1	-3.6	-6%	7%
CC(C)COC(=O)C(C#N)c1nc2ccccc2nc1N1CCN(Cc2ccccc2)CC1 (stereo not drawn)	u	2%	-5%	i	13%	-1	-1.2	-13%	3%
CN(C)CCCN(C(=O)c1sc2ccccc2c1Cl)c1nc2ccc(F)cc2s1	10µM*	-27%	-1%	i	-12%	3	-4.4	4%	3%
CN(C)S(=O)(=O)c1ccc(NC(=O)CSc2nnnn2C)cc1	6%	4%	-8%	-1%	-24%	1	-1.1	-2%	1%
Cn1cccc1Cc1nnc(SCC(N)=O)n1-c1ccc(F)cc1	-12%	10%	-12%	-1%	-7%	-2	-0.7	5%	-6%
CSCCC(NS(=O)(=O)c1ccc(Cl)cc1)C(=O)OCC(=O)N1CCOCC1 (stereo not drawn)	1%	6%	-12%	i	-12%	0	-1.9	-1%	8%
O=C(CNC(=O)COc1ccccc1)NCCc1ccccn1	18%	-1%	-16%	i	15%	-3	-1.0	1%	5%
O=C(CN1C(=O)c2cccc3cccc1c23)Nc1ccc(S(=O)(=O)N2CCOCC2)cc1	0%	38%[activator]	-10%	-14%	-20%	-1	0.8	0%	3%
CN(Cc1ccccc1)S(=O)(=O)c1ccc(NC(=O)c2ccccc2C(=O)O)cc1	10%	-3%	6%	-19%	-15%	2	0.8	-5%	7%
O=C(Nn1c(C2CCCCC2)nc2ccccc2c1=O)c1ccc(Cl)c([N+](=O)[O-])c1	u	-7%	-12%	-38%[inhibitor]	u	1	0.1	10%	2%
COc1ccc(OC)c(S(=O)(=O)N2CCC(C(=O)NC3CCCCCC3)CC2)c1	-8%	18%	-9%	u	13%	-3	-2.4	10%	4%
COc1cc(/C=C/C(=O)c2ccc(Cl)s2)cc(OC)c1O	-8%	u	-10%	-13%[57.5 µM]	-18%	x	0.2	-15%	10%
O=c1[nH]c2cc3c(cc2cc1C(c1nnnn1Cc1ccccc1)N1CCN2CCCC2C1)OCCO3 (stereo not drawn)	44%[activator]	2%	-8%	-30%[57.5 µM]	9%	x	-1.2	3%	-2%
C/C(=N\NC(=O)C1(C)CC1(Br)Br)c1cccc(NC(=O)C(C)(C)C)c1 (stereo not drawn)	u	-28%	2%	-14%	-17%	-4	0.4	19%	-4%
COc1cccc2c(N/N=C/c3ccc(O)c(O)c3)cc(C)nc12	6%	-6%	-4%	-12%	-11%	-1	-0.8	13%	-4%
Cc1cc2nc[nH]c2cc1[N+](=O)[O-]	7%	7%	-6%	i	-5%	2	-5.0	2%	-1%
COc1cccc(NC(=S)N2CCc3cc(OC)c(OC)cc3C2COc2ccc3c(C)cc(=O)oc3c2)c1 (stereo not drawn)	1%	-11%	2%	i	-21%	8	0.1	-4%	8%
COc1ccc(C=NCC2OCCc3ccccc32)cc1OC (stereo not drawn)	11%	2%	-10%	i	5%	-5	0.8	-1%	7%
CCOC(=O)[C@@H]1[C@H]2COc3cc(OC)ccc3[C@H]2N2C(=O)N(c3cccc(Cl)c3)C(=O)[C@]12C	7%	11%	-8%	-21%	-12%	3	-0.2	7%	-5%

11 of these compounds, set out differently:
mol,GLP-1R inv ag,HEK293 tox,PLK1 PBD inh,PTHR1 ag,EPAC1 antag,PI5P4K alpha inh,IL2 activator,GLP-1R agonist,EPAC1 agonist
CSCCC(NS(=O)(=O)c1ccc(Cl)cc1)C(=O)OCC(=O)N1CCOCC1 (stereo not drawn),1%,6%,-12%,i,-12%,0,-1.9,-1%,8%
O=C(CNC(=O)COc1ccccc1)NCCc1ccccn1,18%,-1%,-16%,i,15%,-3,-1.0,1%,5%
O=C(CN1C(=O)c2cccc3cccc1c23)Nc1ccc(S(=O)(=O)N2CCOCC2)cc1,0%,38%[activator],-10%,-14%,-20%,-1,0.8,0%,3%
CN(Cc1ccccc1)S(=O)(=O)c1ccc(NC(=O)c2ccccc2C(=O)O)cc1,10%,-3%,6%,-19%,-15%,2,0.8,-5%,7%
O=C(Nn1c(C2CCCCC2)nc2ccccc2c1=O)c1ccc(Cl)c([N+](=O)[O-])c1,u,-7%,-12%,-38%[inhibitor],u,1,0.1,10%,2%
COc1ccc(OC)c(S(=O)(=O)N2CCC(C(=O)NC3CCCCCC3)CC2)c1,-8%,18%,-9%,u,13%,-3,-2.4,10%,4%
COc1cc(/C=C/C(=O)c2ccc(Cl)s2)cc(OC)c1O,-8%,u,-10%,-13%[57.5 µM],-18%,x,0.2,-15%,10%
O=c1[nH]c2cc3c(cc2cc1C(c1nnnn1Cc1ccccc1)N1CCN2CCCC2C1)OCCO3 (stereo not drawn),44%[activator],2%,-8%,-30%[57.5 µM],9%,x,-1.2,3%,-2%
C/C(=N\NC(=O)C1(C)CC1(Br)Br)c1cccc(NC(=O)C(C)(C)C)c1 (stereo not drawn),u,-28%,2%,-14%,-17%,-4,0.4,19%,-4%
COc1cccc2c(N/N=C/c3ccc(O)c(O)c3)cc(C)nc12,6%,-6%,-4%,-12%,-11%,-1,-0.8,13%,-4%
Cc1cc2nc[nH]c2cc1[N+](=O)[O-],7%,7%,-6%,i,-5%,2,-5.0,2%,-1%

Screens from PubChem BioAssay.

The list is partial (hit frequency here may not be typical).
